# Screening data deposited in PubChem by The Scripps Research Institute Molecular Screening Center.
# FBW7 act – human FBW7 E3 ligase activation, primary screen | Q969H0 | AlphaScreen FBW7–phospho-cyclin E peptide binding, activator screen | normalized activity (activation), % at 26.1 µM | actives 0.13% (n = 650,000); in the data active = normalized activity above about 1.9%;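 note: purified mutant Fbw7 with reduced substrate affinity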
# Target sequence (Q969H0 whole entry, looked up): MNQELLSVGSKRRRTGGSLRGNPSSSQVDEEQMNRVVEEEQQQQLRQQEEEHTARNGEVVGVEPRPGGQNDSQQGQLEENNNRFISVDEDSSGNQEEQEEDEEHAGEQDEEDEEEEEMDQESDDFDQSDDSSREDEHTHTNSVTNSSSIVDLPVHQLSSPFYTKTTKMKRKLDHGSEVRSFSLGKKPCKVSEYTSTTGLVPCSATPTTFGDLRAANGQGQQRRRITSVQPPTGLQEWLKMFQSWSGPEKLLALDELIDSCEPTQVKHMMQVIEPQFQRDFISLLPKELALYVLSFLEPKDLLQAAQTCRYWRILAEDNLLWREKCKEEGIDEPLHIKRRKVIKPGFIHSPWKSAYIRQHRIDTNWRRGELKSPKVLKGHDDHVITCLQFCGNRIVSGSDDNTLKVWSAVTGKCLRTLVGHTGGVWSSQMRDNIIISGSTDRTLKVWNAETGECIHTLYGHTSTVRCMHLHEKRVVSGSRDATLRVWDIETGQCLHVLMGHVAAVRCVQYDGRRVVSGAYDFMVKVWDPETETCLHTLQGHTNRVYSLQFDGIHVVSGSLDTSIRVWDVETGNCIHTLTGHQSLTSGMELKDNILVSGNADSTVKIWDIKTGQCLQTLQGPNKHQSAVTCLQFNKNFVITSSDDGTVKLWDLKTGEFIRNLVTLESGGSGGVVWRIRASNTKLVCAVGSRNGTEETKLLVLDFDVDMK
# TEAD-YAP inh – TEAD-YAP interaction inhibition. HEK-TIYL cells, TEAD-Gal4/YAP UAS-luciferase luminescence. inhibition, % at 9.12 µM. actives 1.4% (n = 640,000). AID 1259422; in the data active = inhibition above about 32%;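 note: 0% = median of test compound wells and 100% = reference inhibitor wells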
# GPR151 ag – activators of human GPR151 | Q8TDV0 | PathHunter beta-arrestin GPR151 cells, luminescence | activation, % at 11.2 µM | actives 1% (n = 650,000) | AID 1508602; in the data active = activation above about 4.9%;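 note: 0% = median of compound wells and 100% = cells with positive control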
# MITF primary – human MITF inhibition, primary screen; AlphaScreen MITF homodimerization, bead proximity signal; O75030; actives 0.91% (n = 650,000); inhibition, % at 2.6 µM; in the data active = inhibition above about 50%;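 note: 0% = vehicle wells with protein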
# The depositor's hits bear a star; & = joins results of further samples.
SMILES,FBW7 act,TEAD-YAP inh,GPR151 ag,MITF primary
COc1ccc(Cl)cc1-c1nc(C=Nc2ccc(Br)cc2)c(O)o1,-0.1,5,1.4,-5
COCCOC(=O)C1=C(C)NC2=C(C(=O)CCC2)C1c1ccc(N(C)C)cc1 (configuration not stated),-0.3,-1,0.2,4
O=C1CN(CC(=O)Nc2ccccc2N2CCOCC2)CCN1,-0.1,-3,1.0,-8
Cc1cc(C(=O)NCc2cc(C(=O)O)co2)co1,0.0,3,0.3,23
Cc1cc(C)nc(/N=C(/NC(=O)c2ccccc2)Nc2ccccc2C)n1,0.0&-0.1,13&9,-0.2&0.0,11&10
COc1cc2[nH]c3c(=O)n(CCN4CCN(Cc5ccccc5)CC4)cnc3c2cc1OC,-0.1,-2,-1.5,-3
Cc1ccc(-c2nc3cc(N)ccc3o2)cc1Cl,0.9,0,-6.3,-2
O=C(Cc1ccc(N2CCC(N3CCN(CCO)CC3)CC2)cc1)NCc1ccccc1,0.1,4,-0.8,-19
Nc1cccc(-c2nc(Nc3ccccc3)c3[nH]cnc3n2)c1,0.0,8,0.0,-3
Cc1c(Cc2ccccc2)c(N2CCN(C34CC5CC(CC(C5)C3)C4)CC2)n2c(nc3ccccc32)c1C#N,-0.2,-9,-0.6,3
CCOc1ccccc1-n1c(SCC(N)=O)nnc1-c1ccc(O)cc1,1.3,2,-0.6,11
CCOc1ccc(N2C(=O)CSC2c2cccc([N+](=O)[O-])c2)cc1 (configuration not stated),-0.4,-11,-0.1,4
OCc1ccc(C#Cc2ccccc2)o1,-0.7,-34,0.8,5
COc1ccc(CN2CCN(Cc3ccco3)CC2)cc1OCc1ccccc1,-0.1,1,-0.2,60*
COc1cccc(OC)c1C(=O)N1CC(=O)N(CCc2ccccc2)C(=O)C1,-0.1,4,-1.6,17
Cc1ccc(-c2nc(C(N)=O)c3[nH]c(=O)n(CC4CCCO4)c3n2)cc1C (configuration not stated),0.1,5,-0.7,9
Fc1ccccc1C(c1nnnn1CC1CCCO1)N1CCN(c2ccccc2F)CC1 (configuration not stated),0.1,0,-0.1,3
Cc1cccc(CN2CCOc3ccc(C(O)CC(C)C)cc3C2)n1 (configuration not stated),0.3,0,-0.1,-5
COc1ccccc1NC(=O)C(=O)NCc1ccccc1,0.1,-2,-0.4,-11
Cc1ccc(-c2c3c(nc4sc(C(=O)Nc5ccccc5C)c(N)c24)CCCC3)o1,0.8,-10,1.1,-16
CC1(C)OC2C(CSC#N)OC(n3cnc4c(=O)[nH]cnc43)C2O1 (configuration not stated),0.0,-9,4.7,-5
COc1ccc(N(C(F)F)S(=O)(=O)c2ccc(C)cc2)cc1,0.3,-2,2.0,-6
CC1CCCC(N2C(=O)C3C(C(=O)Nc4cccc(Cl)c4)C4C=CC3(O4)C2C(=O)NC2CCCCC2)C1C (configuration not stated),0.1,6,-0.5,11
CCOC(=O)C1CCN(Cc2cccnc2)CC1,-0.1,7,-0.2,36
CCc1cccc(C)c1NC(=O)c1cc(S(=O)(=O)NC2CCCCC2)ccc1F,-0.1,6,1.2,-2

# (continued)
SMILES,FBW7 act,TEAD-YAP inh,GPR151 ag,MITF primary
CN(C)S(=O)(=O)c1cccc(NC(=O)COc2ccc(C(=O)c3ccccc3)cc2)c1,0.0,14,-0.4,3
c1ccc(CN2CCC(Nc3nc(NCCOc4ccccc4)c4ncn(-c5ccsc5)c4n3)CC2)cc1,0.0,4,-0.8,15
COc1ccc(OC)c(CN2CCN(c3ccc(C(C)=O)cc3)CC2)c1,-0.1,2,-0.3,32
CC(=O)NC(Cc1ccccc1)C(=O)NC1CCN(C(=O)Nc2ccccc2Cl)CC1 (configuration not stated),0.0,-2,-0.1,12
O=C(NC(=S)Nc1ccc(I)cn1)c1ccccc1F,0.0,-54,0.5,2
Cc1cccc(Cc2nnc(CCC(=O)NCc3cccc(C(F)(F)F)c3)o2)c1,0.0,-5,-0.3,-1
Cc1ncn(-c2ccc(Nc3cc(-c4nocc4-c4cn[nH]c4)ccn3)cc2)n1,0.5,19,-2.0,27
S=c1[nH]c(-c2ccc(Br)cc2)cn1-c1ccccc1Cl,0.0,-2,0.5,11
COc1ccc(C(c2nnnn2C(C)(C)C)N2CCN(c3ccc(F)cc3)CC2)cc1 (configuration not stated),0.0,-3,2.8,7
Cc1ccc(N=C2SC(C(=O)Nc3ccc(C(=O)O)cc3)CC(=O)N2C)cc1C (configuration not stated),0.2,-10,3.9,-14
CSCc1ccc(C(=O)NC2CCCCCC2)cc1,-0.2,47*,-5.8,-4
O=c1[nH]c(=S)n(-c2ccccc2F)c(O)c1C=Nc1ccccc1Cl,-0.3,5,0.9,9
O=C(NCCc1ccccc1)c1cccc(OC2CCN(Cc3ccoc3)CC2)c1,-0.2,1,0.0,-3
O=C(O)c1ccccc1NS(=O)(=O)c1ccc(F)cc1F,0.0,0,3.0,4
COC(=O)c1ccc(OCC2c3cc(OC)c(OC)cc3CCN2C(=O)Cc2ccc(F)cc2)cc1 (configuration not stated),0.0,-14,0.7,-109
CCC(=O)c1ccc(OCC(=O)NNC(=O)C(C)Oc2ccc3ccccc3c2)cc1 (configuration not stated),-0.1,14,1.4,-11
Cc1nonc1CNC(=O)C1CC(Cc2ccccc2)=NO1 (configuration not stated),-0.2,-2,3.6,4
CCn1c(=O)c2c(nc(SCC(=O)c3ccc(C)c(C)c3)n2C)n(C)c1=O,-0.1,5,0.9,-7
O=C(Nc1ccc2c(c1)OCO2)Nc1ccc(Cl)cc1Cl,0.4,-39,-1.4,19
O=C1C(Cl)=C(NCCN2CCCCC2)C(=O)c2ccccc21,0.0,41*,-4.4,9
CCCC1CCC(c2ccc(-c3noc(-c4ccc(F)cc4)n3)cc2)CC1 (configuration not stated),-0.1,6,-0.9,0
O=C(N=NC(=O)c1ccc2c(O)n(C3CCCCC3)c(O)c2c1)c1ccncc1,-0.1,8,0.6,3
CC(=O)c1sc2nc(SCC(=O)N3CCOCC3)[nH]c(=O)c2c1C,-0.1,8,0.4,-15
CC(=O)NCCCc1nc(-c2ccccc2)nc(N)c1-c1nc2ccccc2s1,0.0,4,-1.8,10
CCOC(=O)c1sc(=NC(=O)c2ccc(OCC)cc2)n(C)c1C,0.0,8,0.7,-1

# Exported with two lines to a compound: 4 of the compounds above
# Values run as follows: FBW7 act	TEAD-YAP inh	GPR151 ag	MITF primary
CCc1cccc(C)c1NC(=O)c1cc(S(=O)(=O)NC2CCCCC2)ccc1F
→ -0.1	6	1.2	-2
CN(C)S(=O)(=O)c1cccc(NC(=O)COc2ccc(C(=O)c3ccccc3)cc2)c1
→ 0.0	14	-0.4	3
c1ccc(CN2CCC(Nc3nc(NCCOc4ccccc4)c4ncn(-c5ccsc5)c4n3)CC2)cc1
→ 0.0	4	-0.8	15
COc1ccc(OC)c(CN2CCN(c3ccc(C(C)=O)cc3)CC2)c1
→ -0.1	2	-0.3	32

# Continued.
SMILES,FBW7 act,TEAD-YAP inh,GPR151 ag,MITF primary
COc1cc(C(=O)Nc2ccc(Br)cc2)c([N+](=O)[O-])cc1OC,0.0,3,1.4,15
C=CCNC(=O)c1ccc(N2CCN(c3ccccn3)CC2)c([N+](=O)[O-])c1,-0.1,5,-0.7,12
COc1ccccc1CNC(=O)c1ccc2c(c1)n(C)c(=O)c(=O)n2C,0.1,6,-0.9,5
OCc1ccc(CN2Cc3ccccc3OC(c3ccccc3)C2)o1 (configuration not stated),-0.1,-13,-0.4,-15
COc1ccc(CCNC(=O)CSc2ncnc3ccccc23)cc1OC,0.0,3,-0.5,1
CS(=O)(=O)N(CC(=O)Nc1ccc(F)c(F)c1)c1cccc([N+](=O)[O-])c1,0.0,-14,-0.6,8
CC1Oc2ccc(OC(F)(F)F)cc2N(Cc2ccncc2)C1=O (configuration not stated),0.5,6,-1.0,-7
O=C(C1=C(O)C(=O)N(CCCN2CCOCC2)C1c1ccccc1F)c1cccs1 (configuration not stated),0.1,0,-0.3,-10
O=C(Nc1ccc(Cl)c(-c2nc3ccccc3[nH]2)c1)c1ccc(Br)o1,0.1,6,-2.0,5
Cc1ccnc(NC(=O)c2cc(Br)ccc2I)c1,0.0,9,-1.2,-7
CC1CCCN(C(=O)Cn2nnc3c(cnn3-c3ccc(F)cc3)c2=O)C1 (configuration not stated),0.0,2,1.3,-15
COc1ccc(S(=O)(=O)CCC(=O)Nc2ccccc2Br)cc1,-0.1,-9,9.4*,3
Cn1c(=O)n(CCCO)c(=O)c2c1nc1n2CCN1c1ccccc1,0.0,1,0.4,-6
Cc1ccc(CNS(=O)(=O)c2cc3c(cc2C)NC(=O)CO3)o1,0.7,-4,-1.2,22
CSc1ccc(CNc2ccc(N3CCOCC3)c(C(=O)O)c2)cc1,-0.1,2,-1.0,7
COc1ccc(OC)c(CNn2c(-c3ccccc3F)nc3ccccc3c2=O)c1,-0.1,3,-0.1,2
CS(=O)(=O)N1CCN(c2ccc([N+](=O)[O-])c(NCCOc3ccc(Cl)cc3)c2)CC1,0.4,9,-0.7,10
CC(Nc1nc(OC(C(F)(F)F)C(F)(F)F)nc(OC(C(F)(F)F)C(F)(F)F)n1)C(=O)O (configuration not stated),0.5,4,-0.6,6
Cc1ncc(-c2ccncc2)c(C2CCCN(C(=O)CC3OC(=O)c4ccccc43)C2)n1 (configuration not stated),0.0,-10,1.9,6
CCOc1ccc(N2C(=O)/C(=C\c3cc(OC)ccc3OC)S(=O)(=O)C2c2cccc([N+](=O)[O-])c2)cc1 (configuration not stated),-0.1,-7,0.8,-1
COc1ccc(Oc2ccc(/C=C(\C#N)C(=O)Nc3nccs3)cc2[N+](=O)[O-])cc1,0.3,-6,-0.5,17
CC(Oc1ccc(Cl)cc1Cl)C(=O)NNC(=O)COc1ccccc1 (configuration not stated),0.5,6,-0.7,-1
CC1CCC(NC(=O)CCCn2c(=O)[nH]c3ccsc3c2=O)CC1 (configuration not stated),0.1,-11,-0.1,9
CC1(C)CC(=O)C(C=Nc2ccncc2)=C(O)C1,0.3,2,-1.4,11
CCOC(=O)c1ccc(NC(=O)C2CC(=O)N(Cc3ccc4c(c3)OCO4)C(=Nc3ccc(Cl)cc3)S2)cc1 (configuration not stated),-0.1,-11,-0.3,0

# The closing three compounds of the section before are carried over, then new ones follow:
SMILES,FBW7 act,TEAD-YAP inh,GPR151 ag,MITF primary
CC1CCC(NC(=O)CCCn2c(=O)[nH]c3ccsc3c2=O)CC1 (configuration not stated),0.1,-11,-0.1,9
CC1(C)CC(=O)C(C=Nc2ccncc2)=C(O)C1,0.3,2,-1.4,11
CCOC(=O)c1ccc(NC(=O)C2CC(=O)N(Cc3ccc4c(c3)OCO4)C(=Nc3ccc(Cl)cc3)S2)cc1 (configuration not stated),-0.1,-11,-0.3,0
FC(F)(F)Oc1ccc(Nc2nc(N3CCOCC3)nc(N3CCN(c4cccc(Cl)c4)CC3)n2)cc1,0.0,-6,-1.1,-3
COc1ccc(Cl)cc1NS(=O)(=O)c1ccc(F)cc1,-0.2,-10,-0.6,-13
CCOC(=O)C1=C(c2ccccc2)N=c2s/c(=C\c3ccc(Cl)cc3)c(=O)n2C1c1cccc(OC)c1 (configuration not stated),-0.1,12,0.6,-6
Cc1nc2cnc(-c3cnn(Cc4ccccc4)c3)cn2c1NC(=O)CC(C)C,-0.1,9,-0.1,10
Cc1cc(C(=O)COC(=O)Cc2n[nH]c(=O)c3ccccc23)c(C)n1CC(F)(F)F,0.2,-8,-0.7,19
Cc1ccccc1COC(=O)c1cccc(NS(C)(=O)=O)c1,-0.1,1,-0.5,3
COCCOC(=O)c1c2c(n3ccc(-c4ccncc4)cc13)C(=O)c1ccccc1C2=O,0.4,10,0.0,27
C=CCOC(=O)/C(=C\c1ccc(Cl)cc1)NC(=O)c1ccccc1,-0.2,-11,-0.4,2
COc1ccc(C(=O)Nc2c3c(nn2-c2ccc(C)cc2C)CS(=O)(=O)C3)cc1,-0.3,12,0.7,3
O=C(CN1CCOCC1)Nc1ccc(NC(=O)Nc2ccc(Cl)cc2)cc1,0.2,-26,-0.5,6
O=C(C1CC(c2ccccc2O)=NO1)N1CCOCC1 (configuration not stated),0.3,-43,-1.7,6
O=C(CCN1C(=O)/C(=C/c2ccccc2)SC1=S)Nc1ccccc1O,-0.1,7,-0.7,-2
O=C(CSc1ccc2nnc(-c3ccccc3)n2n1)Nc1ccc2c(c1)OCO2,-0.2,9,0.0,2
O=C1CCC(C(=O)OCC(=O)c2ccccc2)N1 (configuration not stated),0.1,2,-1.8,6
O=C(NNc1ncnc2c1cnn2-c1ccc(Cl)cc1)c1cccs1,0.2,57*,0.8,-16
CC(C)NC(=O)COc1ccc(/C=N/NS(=O)(=O)c2ccccc2)cc1,0.9,6,0.0,5
N#Cc1ccc2ccccc2c1NC(=O)c1ccccc1,-0.1,4,1.5,-12
CCn1cnc2c1c(=O)n(CC(=O)Nc1nc3ccccc3[nH]1)c(=O)n2Cc1ccccc1,0.1,2,-2.4,-11
O=C(COC(=O)c1ccncc1)Nc1ccc(F)cc1[N+](=O)[O-],1.2,-3,-0.8,18
Cn1ccnc1SCCNC(=O)CN1Cc2ccccc2OC(c2ccccc2)C1 (configuration not stated),0.0,-7,0.1,6

# Complete entries, quoted from the list:
# COc1ccc(C(=O)Nc2c3c(nn2-c2ccc(C)cc2C)CS(=O)(=O)C3)cc1 is entered as FBW7 act = -0.3; TEAD-YAP inh = 12; GPR151 ag = 0.7; MITF primary = 3
# Cc1nc2cnc(-c3cnn(Cc4ccccc4)c3)cn2c1NC(=O)CC(C)C is entered as FBW7 act = -0.1; TEAD-YAP inh = 9; GPR151 ag = -0.1; MITF primary = 10
